Assay outcomes as filed in PubChem BioAssay.
TRPC4 PAM = TRPC4 (mouse) allosteric potentiation; Q9QUQ5; HEK293 TRPC4beta/mu-opioid, DAMGO EC20, Fluo-4 Ca2+ flux; hits give high values; B-score at 10 µM; 0.42% of 310,000 active; AID 2227;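 active = B-score of calcium response area above 5 SD of library B-scores, with initial fluorescence ratio within 5 SD of library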;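 also: B-score of integrated fluorescence ratio over time as area under calcium response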
TRPC4 agonist = opens the mouse TRPC4 cation channel. Q9QUQ5. HEK293 TRPC4beta/mu-opioid, Fluo4 calcium fluorescence; hits give high values. B-score at 10 µM. 0.49% of 310,000 active;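 active = B-score above 5 SD of library B-scores, and initial fluorescence ratio not above library mean plus 5 SD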;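 also: positive B-score marks a calcium rise read as TRPC4 activation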
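System – HEK293 cells stably co-expressing mouse TRPC4beta and mu-opioid receptor · Signal – Fluo4 calcium-sensitive dye fluorescence, kinetic, 1 Hz baseline · Benchmarks – buffer (low) and maximal DAMGO (high) · Read-out – B score of integrated fluorescence ratio per well · Incubation – dye loading 45 min room temperature, 110 s kinetic read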
Platelet DG rel = platelet dense granule release activity | human platelet-rich plasma, SFLLRN dense granule ATP release, luminescence | inhibition, %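 (compounds screened at 7.5 µM in platelet-rich plasma)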 | 0.22% of 300,000 active;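 active = mean replicate score, as percent of positive control, at or above 50; inconclusive = mean below 50 but at least one replicate at or above 50; inactive = mean and every replicate below 50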
KCNQ1 pot = human KCNQ1 channel potentiation or activation; P51787; CHO-K1 KCNQ1, thallium flux FluxOR fluorescence; hits give high values; B-score at 10 µM; 0.35% of 310,000 active;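 active = fluorescence ratio B-score, a plate-corrected score, at least three library SD, with initial intensity B-score within 5 SD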
Target sequence (P51787 whole entry, looked up): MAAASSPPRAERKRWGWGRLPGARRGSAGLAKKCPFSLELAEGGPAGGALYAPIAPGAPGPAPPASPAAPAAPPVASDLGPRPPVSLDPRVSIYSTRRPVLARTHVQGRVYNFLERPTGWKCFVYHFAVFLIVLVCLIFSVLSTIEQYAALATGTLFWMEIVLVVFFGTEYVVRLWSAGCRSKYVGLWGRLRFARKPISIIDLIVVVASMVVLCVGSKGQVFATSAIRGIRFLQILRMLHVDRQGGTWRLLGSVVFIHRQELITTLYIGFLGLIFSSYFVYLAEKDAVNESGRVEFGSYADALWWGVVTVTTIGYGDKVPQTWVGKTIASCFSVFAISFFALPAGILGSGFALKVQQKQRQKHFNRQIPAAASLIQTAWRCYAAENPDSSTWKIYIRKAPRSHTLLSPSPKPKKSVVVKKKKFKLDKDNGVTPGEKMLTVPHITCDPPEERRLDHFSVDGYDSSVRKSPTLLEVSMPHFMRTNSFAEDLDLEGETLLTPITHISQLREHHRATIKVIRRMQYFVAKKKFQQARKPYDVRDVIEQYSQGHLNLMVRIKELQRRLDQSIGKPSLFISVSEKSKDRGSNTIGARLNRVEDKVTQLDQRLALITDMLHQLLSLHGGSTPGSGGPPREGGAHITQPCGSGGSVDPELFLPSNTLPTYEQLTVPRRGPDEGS
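Test system: CHO-K1 cells stably expressing KCNQ1 / Medium: assay buffer / Also added: depolarizing K+/Tl+ stimulus, K2SO4 and Tl2SO4 each 12.5 mM in 5x stock / Incubation: 90 min dye loading and 20 min compound exposure, both at room temperature / Signal: thallium influx via FluxOR fluorescence, kinetic imaging / Evaluation: B score of baseline-normalized fluorescence ratio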
DYRK1A inh = Dyrk1A (rat) kinase inhibition; Q63470; ADP-Glo luminescence, NFATc1 peptide; inhibition, % at 12.5 µM; 0.43% of 310,000 active; AID 504441; in the data active = inhibition above about 50%;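 also: plate controls were vehicle with enzyme for no effect and no enzyme for full effect; many of its hits are not listed in these tables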
TRPC4 block = TRPC4 (mouse) channel inhibition. Q9QUQ5. HEK293 TRPC4beta/mu-opioid, DAMGO-evoked Fluo4 calcium flux; hits give low values. B-score at 10 µM. 0.39% of 300,000 active. AID 2247;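 active = B-score over 3 SD under the library average, no early fluorescence shift, positive overall ratio signal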
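Assay system: Stable TRPC4beta/mu-opioid receptor HEK293 cells | Reagent: DAMGO in two steps, submaximal then maximal | Compound dosing: Single concentration per test compound | Signal: Fluo4 Ca2+ flux fluorescence | Evaluation: Per-well B score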
KCNQ1 block = human KCNQ1 channel inhibition; CHO-K1 KCNQ1, FluxOR thallium flux fluorescence; hits give high values; 1.3% of 310,000 active; B-score at 10 µM; P51787;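 active = compounds whose thallium flux B-score, printed positive for inhibition, exceeds three library SD while starting fluorescence stays within three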;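 also: channel opened by potassium depolarization with thallium stimulus after 20 min compound exposure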
KCNK9 inh = human KCNK9 channel inhibition. Q9NPC2. HEK293 KCNK9, FluxOR thallium flux fluorescence; hits give low values. B-score at 10 µM. 1.2% of 310,000 active;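 active = ratio B-score over 3 SD below the library mean, with starting fluorescence within 5 SD of its mean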;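 also: negative B-score means less thallium flux so channel inhibition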
hERG protect = shields human hERG channel from block by proarrhythmic agents | Q12809 | CHO-hERG, FluxOR thallium flux, dofetilide IC70 present | activation (rescue from dofetilide block), less the hit threshold, % at 10 µM | 0.51% of 310,000 active | AID 1511;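 active = activation above the mean of controls blocked by dofetilide plus 5 SD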;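 also: thallium influx through hERG after potassium depolarization seen as dye fluorescence rise; in these data hits start at about 4.7%; inactives centre near -7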
PolyA inhibitor = inhibitors of polyadenylation in S. cerevisiae; 0.02% of 300,000 active; calls only at 12 µM; S. cerevisiae SKY197-pL101 polyadenylation reporter, beta-gal luminescence; efflux-impaired pdr1/pdr3 knockout yeast; score 100 = 6 SD above DMSO;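 active = lowest replicate activity score at least 50, where 100 means six control SD above control mean; inconclusive = lowest score under 50 but half or more replicates reach 50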;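 also: yeast exposed to compound for 9 h at 30 °C; higher score means more reporter readthrough which indicates perturbed polyadenylation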
KCNK3 inh = human KCNK3 channel inhibition, primary screen; 0.84% of 340,000 active; CHO-KCNK3 thallium flux, FluxOR fluorescence; hits give low values; B-score at 10 µM; O14649;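 active = B-score under library mean minus 4 SD, starting fluorescence ratio at most library mean plus 5 SD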;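 also: more negative B-score means stronger inhibition of thallium flux through KCNK3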
Target sequence (O14649 whole entry, looked up): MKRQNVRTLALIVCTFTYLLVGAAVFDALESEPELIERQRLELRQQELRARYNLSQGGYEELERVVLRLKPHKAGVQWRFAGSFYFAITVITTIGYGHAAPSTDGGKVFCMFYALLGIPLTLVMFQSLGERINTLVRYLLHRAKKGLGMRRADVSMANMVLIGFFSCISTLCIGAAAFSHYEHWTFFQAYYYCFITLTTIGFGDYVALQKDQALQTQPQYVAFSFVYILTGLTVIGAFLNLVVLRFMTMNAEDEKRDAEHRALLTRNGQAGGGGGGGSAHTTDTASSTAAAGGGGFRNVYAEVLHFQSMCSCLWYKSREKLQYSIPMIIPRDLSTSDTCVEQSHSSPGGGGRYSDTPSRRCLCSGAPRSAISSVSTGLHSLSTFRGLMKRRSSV
* = called active by the depositor; i = inactive; ? = inconclusive; · = no result given; & = joins results of further samples. A portion of the library. The share of hits here may be higher or lower than overall.

Order of results: hERG protect	TRPC4 agonist	KCNQ1 block	TRPC4 block	KCNQ1 pot	PolyA inhibitor	KCNK3 inh	KCNK9 inh	TRPC4 PAM	DYRK1A inh	Platelet DG rel
CCOC(=O)C1=C(c2ccccc2)NC(=O)NC1c1cccc(OC)c1OC (centres undefined)
→ -6	i	i	i	i	i	i	i	i	·	-2
CN(C)c1ccc(C(=O)OCc2ccccc2)cc1
→ -4	i	i	i	i	i	i	i	i	5	-5
O=C(C1=COCCO1)N1CCN(S(=O)(=O)c2cccc(Cl)c2Cl)CC1
→ -6	i	i	i	i	i	i	i	i	1	-4
Cc1c(C)n(Cc2ccccc2)c2ncnc(N)c12
→ -13	i	i	i	i	i	i	i	i	18	0
Cc1cccc(-n2c(-c3ccc(Br)o3)n[nH]c2=S)c1
→ -4	i	i	i	i	i	i	i	i	8	10
O=S(=O)(NC(=NCc1ccccc1)c1ccccc1F)c1ccccc1
→ -7	i	i	i	i	i	i	i	i	-4	-9
CCC(C)(C)NC(=O)C(c1ccccc1)N(Cc1cccs1)C(=O)Cn1nnc2ccccc21 (centres undefined)
→ 0	i	i	i	i	i	i	i	i	1	-2
CC(=O)Nc1ccc(SCC(=O)c2cc(C)n(-c3ccccc3)c2C)cc1
→ -6	i	i	i	i	i	i	i	i	1	-4
CCCCn1c(N)c(N(CC(C)C)C(=O)C2CCN(S(=O)(=O)c3ccc(Cl)cc3)CC2)c(=O)[nH]c1=O
→ -15	i	i	i	i	i	i	i	i	13	1
O=C(COC(=O)c1cc2ccccc2oc1=O)c1cccc([N+](=O)[O-])c1
→ -7	i	i	i	i	i	i	i	i	-1	-11
CC1(C)CC(=O)C(CS(=O)(=O)c2ccccc2)=C(Cl)C1
→ -8	i	i	i	i	i	i	i	i	-4	-9
Cc1cc(NC(=O)COc2ccc(F)c(Cl)c2)no1
→ -7	i	i	i	i	i	i	i	i	7	-6
O=C(NCc1ccccn1)C(=O)Nc1cccc2ccccc12
→ -14	i	i	i	i	i	i	i	i	5	0
CCCCCC(=O)N1CCN(CCN=CC2=C(O)CC(c3ccc(OC)c(OC)c3)CC2=O)CC1 (centres undefined)
→ -1	i	i	i	i	i	i	i	i	5&6	0
Cc1cc(C(=O)NN=C2CCCC2)c2ccccc2n1
→ -5	i	i	i	i	i	i	i	i	5	-7
CCn1c(COc2ccccc2C)nnc1SCC(=O)N1CCCCC1
→ -2	i	i	i	i	i	i	i	i	-1	14
Cc1cc(C)n2nc(C(=O)Nc3ccc(N4CCOCC4)cc3)nc2n1
→ 2	i	i	i	i	i	i	i	i	-2	5
Cc1nc2ccc(NC(=O)C3CCN(S(=O)(=O)c4cccs4)CC3)cc2s1
→ -10	i	i	i	i	i	i	i	i	-9	5
O=[N+]([O-])C(/C=C(\Cl)[N+](=O)[O-])=C1N(Cc2ccc(Cl)nc2)CCN1Cc1ccc(Cl)nc1
→ 2	i	i	i	i	i	i	i	i	-6	14
Cc1ccc(S(=O)(=O)Nc2ccc(S(=O)(=O)N3CCOCC3)cc2)cc1
→ -4	i	i	i	i	i	i	i	i	-1	-11
COc1cccc(CNC(=O)CN2C(=O)CSc3ccc(S(=O)(=O)N4CCCCC4)cc32)c1
→ -7	i	i	i	i	i	i	i	i	-3	36
CC(C)c1ccc(NC(=O)c2cc(S(=O)(=O)N3CCCC3)c[nH]2)cc1
→ -10	i	i	i	i	i	i	i	i	10	3
Cc1ccccc1NC(=O)CCOc1ccccc1
→ -6	i	i	i	i	i	i	i	i	3	5
O=C(Nc1ccc(F)cc1)C1CCCN(S(=O)(=O)c2cccc3cccnc23)C1 (centres undefined)
→ -12	i	i	i	i	i	i	i	i	8	3
Cc1c(C)c2cc(Cl)c(O)c(CN3CCN(C)CC3)c2oc1=O
→ -17	i	i	i	i	i	i	i	i	4	-5
CCOc1ccc(C(=O)NNC(=O)c2cc(C)oc2C)cc1
→ 0	i	i	i	i	i	i	i	i	5	18
CCOC(=O)C1CCN(S(=O)(=O)c2ccc(-n3cnnn3)c(C)c2)CC1
→ 3	i	i	i	i	i	i	i	i	-1	-4
Cc1ccc(C(=O)NCCCNCCCN(C)C)cn1
→ -18	i	i	i	i	i	i	i	i	6	7
CN1CCC(N(C)CC(C)(C)NS(=O)(=O)c2ccccc2)CC1
→ -14	i	i	i	i	i	i	i	i	-4	1
Cc1ccc(OCCn2cnc(Cl)c2Cl)cc1
→ -4	i	i	i	i	·	i	i	i	·	·
Cc1nn(-c2ccc(N3CCOCC3)nn2)c(C)c1CCC(=O)Nc1ccccc1
→ -7	i	i	i	i	i	i	i	i	-5	-1
CC1=CC(C)(C)N(C(=O)c2ccccc2)c2ccc(C)cc21
→ -11	i	i	i	i	i	i	i	i	3	1
COc1cccc(NC(=O)CN2C(=O)NC(c3ccccc3)(c3ccccc3)C2=O)c1
→ -13	i	i	i	i	i	i	i	i	-8	13
CN1CCN(C(=O)C2(NC(=O)Nc3cccc(F)c3)CCCCC2)CC1
→ -8	i	i	i	i	i	i	i	i	3	-1
CC1=NNC(=O)C1CCC(=O)N/N=C/c1ccco1 (centres undefined)
→ -7	i	i	i	i	i	i	i	i	2	-3
Cn1c(Cc2csc(N)n2)nnc1SC/C=C/c1ccccc1
→ -12	i	i	i	i	i	i	i	i	6	-1
CN1CCN(c2nc3ccccn3c(=O)c2/C=C(\C#N)S(=O)(=O)c2ccccc2)CC1
→ -7	i	i	i	i	i	i	i	i	·	-4
CCOC(=O)c1c(NC(=O)CN2CCN(C(=O)C3CCCO3)CC2)sc(C)c1C (centres undefined)
→ -10	i	i	i	i	i	i	i	i	6	0
N#Cc1ccc(CSc2nnc(NC(=O)c3ccc(=O)[nH]c3)s2)cc1
→ -8	i	i	i	i	i	i	i	i	2	4
Cc1ccc(N=C2CSC(=O)N2)cc1
→ -6	i	i	i	i	i	i	i	i	-3	9
CCn1c(SCC(=O)OC)nnc1-c1c[nH]c2ccccc12
→ -10	i	i	i	i	i	i	i	i	3	-2
CCOc1ccc(NS(=O)(=O)c2ccc3ncsc3c2)cc1
→ -6	i	i	i	i	i	i	i	i	-5	-1
Nc1cccc2c3c(oc12)CCCC3
→ -9	i	i	i	i	i	i	i	i	-6	-5
CCN(CC)S(=O)(=O)c1ccc(Nc2cc(C)nc3ncnn23)cc1
→ -7	i	i	i	i	i	i	i	i	1	-9
O=C(N/N=C/c1cc2cc3c(cc2nc1Cl)OCO3)c1ccncc1
→ -13	i	i	i	i	i	i	i	i	·	?
Cc1ccccc1NC(=O)CSc1nc(-c2ccccc2)cc(=O)[nH]1
→ -2	i	i	i	i	i	i	i	i	-4	6
CCOC(=S)SCc1cn2cccc(C)c2n1
→ -12	i	i	i	i	i	i	i	i	8	9
Cn1nnc(NC(=S)NC(=O)c2cccs2)n1
→ -5	i	i	i	i	i	i	i	i	-5	-15
Cc1cc(C)c(OCC(=O)N(Cc2ccccc2)C2CCS(=O)(=O)C2)c(C)c1 (centres undefined)
→ -8	i	i	i	i	i	i	i	i	-1	6
Cc1cc(C(=O)NP(=O)(N2CCOCC2)N2CCOCC2)c(C)n1-c1ccc(N(C)C)cc1
→ -8	i	i	i	i	i	i	i	i	2	-7
COc1ccc(S(=O)(=O)NCC2CCCO2)cc1Cl (centres undefined)
→ -8	i	i	i	i	i	i	i	i	-1	3
COC(=O)c1sc(NC(=S)NC(=O)c2ccccc2Cl)nc1C
→ 4	i	i	i	i	i	i	i	i	-1	-3
O=c1[nH]c(N2CCN(c3ccccc3)CC2)nc2c1CCCC2
→ 2	i	i	i	i	i	i	i	i	1	7
COc1ccc(-n2nc(C(=O)NCC(=O)N3CCCCCC3)c3ccccc3c2=O)cc1
→ -7	i	i	i	i	i	i	i	i	1	0
COc1ccc(CNC(=O)CN(Cc2ccccc2OC)C(=O)c2csnn2)cc1
→ -8	i	i	i	i	i	i	i	i	-5	-1
CCN1CCN(CC(=O)c2cc(Cl)ccc2Cl)CC1
→ -14	i	i	i	i	·	i	i	i	-2	1
COc1ccc(N=C2NC(=O)/C(=C\C=C\c3ccccc3)S2)cc1
→ -7	i	i	i	i	i	i	i	i	-1	4
Cc1cccc(C(=O)NCC(c2ccco2)N(C)C)c1 (centres undefined)
→ -8	i	i	i	i	i	i	i	i	-5	-9
COc1ccc(N2CCN(Cc3nc(-c4ccccc4)no3)CC2)cc1
→ -8	i	i	i	i	i	i	i	i	3	-4
O=c1c([N+](=O)[O-])cc(C(F)(F)F)cn1Cc1c(Cl)cccc1Cl
→ -9	i	i	i	i	i	i	i	i	-6	8

Going on with the list.
Order of results: hERG protect	TRPC4 agonist	KCNQ1 block	TRPC4 block	KCNQ1 pot	PolyA inhibitor	KCNK3 inh	KCNK9 inh	TRPC4 PAM	DYRK1A inh	Platelet DG rel
CC(C)c1ccc(NC(=O)c2ccccc2NC(=O)C2CC=CCC2C(=O)O)cc1 (centres undefined)
→ -9	i	i	i	i	·	i	i	i	1	·
O=C(Nc1ccc([N+](=O)[O-])cc1)C1C(c2ccccc2)=C1c1ccccc1
→ -2	i	i	i	i	i	i	i	i	-3	-3
Cc1ccc(NC2=NCC(=O)N2CCc2ccccc2)cc1C
→ -4	i	i	i	i	i	i	i	i	3	-3
O=C(NNC(=O)c1cnccc1C(F)(F)F)c1ccccc1
→ -13	i	i	i	i	i	i	i	i	7	3
C/C(=N\Nc1ccc(S(N)(=O)=O)cc1[N+](=O)[O-])c1ccco1
→ -11	i	i	i	i	i	i	i	i	4	-3
CCOC(=O)c1cnn(-c2nc3c(C)cccc3s2)c1C
→ -1	i	i	i	i	i	i	i	i	-2	3
CN(C)c1ccc2c(O)cc(=O)n(C)c2c1
→ -6	i	i	i	i	i	i	i	i	14	-2
CCOc1ncccc1C(=O)OCC(=O)NC(=O)NC(C)C
→ -12	i	8*	i	i	i	i	i	i	·	2
Clc1ccccc1CSc1nc2ccncc2[nH]1
→ -7	i	i	-6*	i	i	i	i	i	-3	24
CCCCNC(=O)C1CCCN1C(=O)Nc1cccc(OC)c1 (centres undefined)
→ -8	i	i	i	i	i	i	i	i	-5	10
